# Bioassay records deposited in PubChem BioAssay by several laboratories.
# Runt-SMMHC FRET: Runt domain-CBFb-SMMHC interaction inhibition | Q01196+Q13951 | Cerulean-Runt/Venus-CBFb-SMMHC FRET ratio 530/480, 1 h | inhibition, % at 20 µM | 0.74% of 220,000 active;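 active = mean inhibition across duplicate retests at 20 µM reaching about 50%, limit read from the data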;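 note: 0% = DMSO wells and 100% = wells with excess untagged CBFb-SMMHC; inhibitors lower the FRET ratio by blocking Runt binding to CBFb-SMMHC; some results filed as inactive read as strong as hits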
# PERK inhibitor: inhibitors of human PERK kinase | Q9NZJ5 | CHO PERK-DD fusion, SEAP luminescence translation reporter | inhibition, % at 5.6 µM | 0.17% of 220,000 active | AID 1416;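 active = inhibition above the mean inhibition of all tested compounds plus 3 SD, set separately per screening campaign, cut at about 2.9% in these data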;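 note: PERK kinase domain activated by AP20187 dimerizer at 100 nM; 0% = DMSO with dimerizer and 100% = rapamycin at 8.4 µM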
# Target sequence (Q9NZJ5 whole entry, looked up, the tested form may be a part): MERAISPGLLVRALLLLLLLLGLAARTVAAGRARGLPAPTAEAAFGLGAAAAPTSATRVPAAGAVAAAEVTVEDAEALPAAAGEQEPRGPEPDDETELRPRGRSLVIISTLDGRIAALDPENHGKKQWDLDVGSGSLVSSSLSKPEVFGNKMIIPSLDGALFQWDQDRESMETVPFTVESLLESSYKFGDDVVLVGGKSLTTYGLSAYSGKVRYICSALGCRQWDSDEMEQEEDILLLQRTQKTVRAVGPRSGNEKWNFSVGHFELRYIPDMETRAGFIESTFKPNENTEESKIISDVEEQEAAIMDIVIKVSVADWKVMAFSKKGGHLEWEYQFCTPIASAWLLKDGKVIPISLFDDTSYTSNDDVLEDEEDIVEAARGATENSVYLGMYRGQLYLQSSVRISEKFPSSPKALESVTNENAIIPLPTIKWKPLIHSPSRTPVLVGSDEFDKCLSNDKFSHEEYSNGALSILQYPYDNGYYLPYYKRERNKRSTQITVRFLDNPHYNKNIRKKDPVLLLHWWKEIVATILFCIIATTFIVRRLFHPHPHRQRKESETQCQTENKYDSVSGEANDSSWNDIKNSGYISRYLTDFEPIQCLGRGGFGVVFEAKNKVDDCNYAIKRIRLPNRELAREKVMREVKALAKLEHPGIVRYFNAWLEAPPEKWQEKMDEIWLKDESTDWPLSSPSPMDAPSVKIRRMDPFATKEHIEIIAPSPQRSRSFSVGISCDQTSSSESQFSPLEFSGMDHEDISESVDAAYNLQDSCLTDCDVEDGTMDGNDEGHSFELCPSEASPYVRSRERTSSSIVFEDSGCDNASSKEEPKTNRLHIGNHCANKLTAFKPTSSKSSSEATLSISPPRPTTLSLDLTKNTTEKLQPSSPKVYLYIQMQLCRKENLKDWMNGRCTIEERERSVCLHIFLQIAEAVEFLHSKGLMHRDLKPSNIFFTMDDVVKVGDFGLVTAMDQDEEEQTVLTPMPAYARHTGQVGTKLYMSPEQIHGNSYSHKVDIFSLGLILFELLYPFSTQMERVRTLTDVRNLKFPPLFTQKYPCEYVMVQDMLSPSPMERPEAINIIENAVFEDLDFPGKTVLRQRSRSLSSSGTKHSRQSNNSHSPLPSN
# TNF necrop inh: TNF-alpha cell death inhibition in Jurkat FADD-/- cells; Jurkat FADD-/- TNF necroptosis rescue, ATP luminescence, 24 h; 0 = TNF only, 100 = no-TNF cells; AID 463075; 0.068% of 220,000 active; activation (protection from cell death), % at 10 µM;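 active = activation, meaning protection from cell death, of at least 50% relative to plate controls; inactive = activation below 50%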;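 note: necroptosis triggered by 40 ng/mL TNF-alpha added together with compound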
# Hck-Nef inh: human Hck-Nef kinase inhibition. inhibition, % at 20 µM. Recombinant Hck-YEEI plus Nef, Z-Lyte FRET kinase assay. AID 463187. 0.68% of 220,000 active. P08631;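 active = Hck-Nef kinase inhibition above about 50%, limit read from the data; inactive = inhibition below that limit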;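 note: 0% = DMSO with Hck plus Nef and 100% = Hck alone without Nef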
# L929 necroptosis: blocks zVAD induced death of L929 cells. L929 zVAD necroptosis rescue, ATP luminescence, 24 h; with zVAD 60 µM. 0.38% of 220,000 active. AID 1377. viability rescue, % at 10 µM;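 active = activation, scaled between plate controls, above about 75%, limit read from the data; inactive = activation under that limit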;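 note: 0% = zVAD with DMSO and 100% = DMSO alone without zVAD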
# RBBP9 inh: inhibitors of human serine hydrolase RBBP9; inhibition, % at 7.94 µM; recombinant RBBP9, FP-Rh probe fluorescence polarization; 0.2% of 220,000 active; AID 1515; O75884;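 active = inhibition above the campaign mean of all tested compounds plus 3 SD, cut at about 14% in these data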;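 note: plate controls were DMSO wells with RBBP9 for no effect and wells lacking RBBP9 protein for full effect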
#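 system = RBBP9 protein | input = RBBP9 at 2.5 µM in dispensed solution, before mixing | measured by = fluorescence polarization (mP), excitation 525 nm, emission 598 nm | incubation = enzyme-compound preincubation 30 min, then probe labeling 45 min, 25 °C | buffer or medium = Tris-NaCl-Pluronic buffer, pH 8.0 | compound = single dose 7.94 µM | also added = FP-Rh probe, 375 nM dispensing solution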
# Runt-CBFb FRET: Runt domain-CBFb interaction inhibition. Q01196+Q13951. Cerulean-Runt/Venus-CBFb FRET ratio 530/480, 1 h. inhibition, % at 20 µM. 0.46% of 220,000 active. AID 1496;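 active = inhibition over about 50% at 20 µM in the single-dose screen, limit read from the data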;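 note: 0% = DMSO wells and 100% = excess unlabeled CBFb competitor control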
#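 Assay system: Cerulean-Runt domain / Medium: Tris 50 mM pH 7.5, KCl, K2SO4, 0.01% BSA / Timing: protein complex preformed 1 h, compound exposure 1 h, room temperature, dark / Measured by: FRET, excitation 422 nm, emission at 530 and 480 nm / Evaluation: loss of energy transfer signal / Control set: 5 µM unlabeled CBFb as full-inhibition high control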
# EP2 antag: EP2 receptor (human) inhibition. P43116. C6 glioma cells expressing human EP2, cAMP TR-FRET; cells stimulated with saturating PGE2. inhibition, % at 25 µM. 0.52% of 260,000 active. AID 1422;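 active = percent inhibition above 40 after rounding to a whole number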;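 note: rat C6 glioma host cells with rolipram phosphodiesterase inhibitor present; the protocol text gives 20 µM as final concentration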
# EP2 modulator: modulates human prostaglandin E2 receptor EP2 signaling; 0.83% of 260,000 active; induction, % at 25 µM; AID 940; EP2-expressing cells, cAMP HTRF FRET, PGE2 co-stimulation; P43116;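 active = compounds whose cAMP rise, as percent of the full-agonist control response, exceeds 60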;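 note: rat C6 glioma line stably carrying human EP2 under a CMV promoter; the protocol text gives 20 µM as final concentration; 100% = response of wells given 1 µM PGE2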
# * = called active by the depositor; . = not tested or not shown; & = joins results of further samples.
entry	molecule	Runt-SMMHC FRET	PERK inhibitor	TNF necrop inh	Hck-Nef inh	L929 necroptosis
1	Cn1c(SCC(=O)NC2CC2)nnc1-c1ccco1	3	1.4	1.2	-2	1.0
2	Cc1ccc(NC(=O)CN(C)C(=O)C2COc3ccccc3O2)cc1 (stereo not drawn)	0	-0.1	0.8	-5	2.9
3	COc1cccc(C(=O)NCc2ccc(-c3nc4ccccc4s3)cc2)c1	0	-1.7	-5.0	5	-0.7
4	CCCCCn1c(NC(=O)c2ccco2)c(S(=O)(=O)c2ccc(C)cc2)c2nc3ccccc3nc21	147*	-1.0	-4.3	56*	-0.1
5	CC(C)(C)NC(=O)Nc1ccc(Cn2cc(C(F)(F)F)ccc2=O)cc1	0	-0.1	2.6	17	0.6
6	COc1ccc(C2C=C(c3ccc(Br)s3)Nc3ncnn32)cc1OC (stereo not drawn)	-80	0.9	-12	-7	-1.3
7	Cc1ccc(Sc2cc(Cl)nc(N)n2)cc1	5	0.6	-3.7	1	0.0
8	CC(C)CC(C)NC(=O)c1ccc(C(F)(F)F)cc1 (stereo not drawn)	1	0.8	2.4	2	1.3
9	COc1ccc(Br)c(/C=N/NC(=O)COc2ccc(-c3ccccc3)cc2)c1	-3	0.3	1.3	8	1.0
10	COc1ccc(OC)c(NC(=O)c2ccccc2N(Cc2ccccc2)S(C)(=O)=O)c1	2	0.7	0.7	4	0.3
11	COc1ccc(C(=O)CSc2n[nH]c(N)n2)cc1	0	-1.2	-0.6	-1	-0.3
12	CC1(C)CC(=O)C=C(NNC(=O)c2ccccc2O)C1	-74	0.4	-8.2	2	-0.3

entry	RBBP9 inh	Runt-CBFb FRET	EP2 antag	EP2 modulator
1	-2	-1	7	17
2	-5	1	7	-25
3	-4	3	16	-36
4	-14	10	28	21
5	-8	0	2	-16
6	-3	-18	18	-28
7	-8	0	11	-7
8	-9	0	9	-50
9	1	1	6	-4
10	-8	1	6	13
11	-4	3	10	-11
12	-2	.	8	17

# Continuation:
entry	molecule	Runt-SMMHC FRET	PERK inhibitor	TNF necrop inh	Hck-Nef inh	L929 necroptosis
13	Cc1cc(-c2csc(NC(=O)c3cc4ccccc4o3)n2)c(C)n1C	-32	0.1	-2.0	59*	-0.1
14	CCC(C)(C)c1ccc(OCCN2C(=O)NC(C)(C)C2=O)cc1	0	-0.6	1.4	1	1.1
15	O=C1/C(=C/c2cccs2)COc2ccccc21	-2	0.5	0.8	3	0.5
16	Cc1ccc2c(c1)NC(=O)C(CC(=O)NC1CCCCC1C)O2 (stereo not drawn)	7	0.8	0.5	20	2.0
17	CCOC(=O)N1CCN(C(=O)CSc2nnc(-c3ccccc3OC)o2)CC1	4	-0.8	-2.0	0	0.1
18	CCOC(=O)c1cc(NC(=O)N2CCCc3ccccc32)c(C)nc1C	-6	0.8	-1.8	3	0.2
19	O=C(/C=C/c1ccccc1[N+](=O)[O-])c1ccc(F)cc1	-3	-0.9	-0.6	-15	0.7
20	CN1CCN(C(c2cccc(C(F)(F)F)c2)c2nnnn2Cc2ccccc2)CC1 (stereo not drawn)	-1	-1.1	1.9	0	-0.2
21	CN1CCN(CCCNC(=O)Cn2nc(-c3ccccc3)ccc2=O)CC1	-3	0.1	2.6	-5	0.9
22	CCOC(=O)C(C)Sc1ccc2nnc(CCNS(=O)(=O)c3ccccc3)n2n1 (stereo not drawn)	2	1.2	0.5	10	-0.5
23	CCOC(=O)C(C)n1nc(/C=C/c2ccccc2)ccc1=O (stereo not drawn)	-1	1.5	-1.2	0	0.4
24	CCOc1ccccc1NC(=S)NC(=O)CCCOc1ccc(Cl)cc1Cl	3	-0.2	-1.2	-1	-0.7

entry	RBBP9 inh	Runt-CBFb FRET	EP2 antag	EP2 modulator
13	-12	-8	16	-8
14	-4	-2	9	-16
15	-5	-2	7	-12
16	-6	-1	7	-5
17	-6	0	18	12
18	-11	0	11	-2
19	-4	1	-3	-4
20	-11	-2	8	-33
21	-12	0	11	-16
22	2	0	8	-1
23	-5	-2	3	-14
24	-5	2	8	2

# (further entries)
entry	molecule	Runt-SMMHC FRET	PERK inhibitor	TNF necrop inh	Hck-Nef inh	L929 necroptosis
25	COc1ccc(C(=O)Nc2ccc(Oc3ncnc4sc(-c5ccccc5)cc34)cc2)cc1OC	-4	1.1	1.1	1	2.8
26	Cc1ccc(NC(=O)c2ccc(S(=O)(=O)NCC3CCCO3)cc2)cc1C (stereo not drawn)	-4	-0.3	3.0	15	8.9
27	Cn1cccc1C(=O)NC(=O)COC(=O)CC12CC3CC(CC(C3)C1)C2	2	2.3	-2.2	-2	0.0
28	CCCc1nnc(NC(=O)CNc2ccc(F)cc2)s1	1	3.1*	18	0	1.5
29	CCCn1c(N/N=C\C=C\c2ccccc2)nc2c1c(=O)[nH]c(=O)n2C	0	0.3	-3.4	-27	2.8
30	CCCCCNC(=O)CC1Nc2c3ccccc3nc(=S)n2C1=O (stereo not drawn)	1	1.1	1.3	1	0.4
31	O=c1[nH]c(-c2cccs2)nc2ccccc12	0	0.2	3.7	3	-0.3
32	CN1CCN(S(=O)(=O)c2ccc(NC(=O)c3ccc(Br)o3)cc2)CC1	-2	-0.7	-0.2	-1	0.4
33	Cc1nnsc1C(=O)Nc1ccccc1Cl	3	-0.5	3.0	-2	0.1
34	Cc1ccc(Oc2ccc(NC(=O)CSc3n[nH]c(N)n3)cc2)cc1	3	0.9	-1.2	10	1.0
35	Cc1ccc(N2C(=O)C3C(C2=O)C2C=CC3C23CC3)cc1 (stereo not drawn)	1	0.5	-3.7	0	-0.5
36	CC(=O)Nc1cccc(-n2nnc(SCC(=O)Nc3ccccc3)n2)c1	2	0.6	2.2	4	1.7

entry	RBBP9 inh	Runt-CBFb FRET	EP2 antag	EP2 modulator
25	-4	-3	6	9
26	-7	4	1	-24
27	5	-2	9	-12
28	-6	0	0	20
29	1	0	4	5
30	-1	1	7	1
31	2	2	12	1
32	-8	0	6&11	4&-15
33	0	-1	7	-11
34	4	-1	4	-55
35	-2	-2	5	20
36	-4	3	2	-36

# The list continues:
entry	molecule	Runt-SMMHC FRET	PERK inhibitor	TNF necrop inh	Hck-Nef inh	L929 necroptosis
37	COc1ccc(C(C)(C)C)cc1NC(=O)Nc1ccc2c(c1)OCO2	7	-0.1	1.2	1	9.7
38	COCCNc1ncnc2nc[nH]c12	0	1.0	-0.3	0	1.5
39	CCc1ccc2nc(N3C(=O)C(O)=C(C(=O)c4ccco4)C3c3cccs3)sc2c1 (stereo not drawn)	-1	0.0	-3.9	5	0.4
40	Cc1ccc(Nc2nnc(SC3CCOC3=O)s2)cc1 (stereo not drawn)	3	0.5	0.3	0	0.6
41	CSc1nc(-c2ccccc2)cn1-c1ccc(NC(C)=O)cc1	-3	0.6	-0.5	13	1.0
42	N#C/C(=C(/O)c1cccc(F)c1)c1nc2ccccc2s1	-3	0.4	3.4	16	0.2
43	O=C(CCN1CCc2ccccc2C1)Nc1ccc(F)cc1	4	-0.2	2.1	-1	-0.2
44	C=CCn1c(-c2ccc(OC)cc2)nc2ccccc21	-2	0.9	-0.4	0	1.1
45	COc1ccc(Br)c(C(=O)N2CCN(S(=O)(=O)c3cccs3)CC2)c1	0	0.6	-0.6	18	-0.8
46	CC(C)CNC(=S)NNC(=O)c1csc2ccccc12	-3	-0.2	-1.3	0	-0.7
47	Cc1nn(-c2ccccn2)c2c1C(c1c(F)cccc1Cl)C1=C(N2)c2ccccc2C1=O (stereo not drawn)	-5	-1.4	0.3	2	-0.1
48	O=C(NCc1ccco1)c1ccc2c(=O)n(-c3ccccc3)c(=O)n(Cc3cccc(F)c3)c2c1	1	0.5	2.7	-6	-2.0

entry	RBBP9 inh	Runt-CBFb FRET	EP2 antag	EP2 modulator
37	1	6	.	-5
38	-1	-1	8	25
39	-8	0	29	39
40	1	0	7	15
41	-7	1	12	-31
42	2	3	6	-12
43	-3	2	14	-13
44	-10	1	9	8
45	2	2	4	-13
46	-7	4	5	-23
47	-6	-9	9	40
48	-4	-1	.	22

# Exported as labelled records: part of the list above
14: CCC(C)(C)c1ccc(OCCN2C(=O)NC(C)(C)C2=O)cc1
  Runt-SMMHC FRET: 0 | PERK inhibitor: -0.6 | TNF necrop inh: 1.4 | Hck-Nef inh: 1 | L929 necroptosis: 1.1 | RBBP9 inh: -4 | Runt-CBFb FRET: -2 | EP2 antag: 9 | EP2 modulator: -16

15: O=C1/C(=C/c2cccs2)COc2ccccc21
  Runt-SMMHC FRET: -2 | PERK inhibitor: 0.5 | TNF necrop inh: 0.8 | Hck-Nef inh: 3 | L929 necroptosis: 0.5 | RBBP9 inh: -5 | Runt-CBFb FRET: -2 | EP2 antag: 7 | EP2 modulator: -12

# A draw from above in order of number of heavy atoms, largest number first:
entry	molecule	Runt-SMMHC FRET	PERK inhibitor	TNF necrop inh	Hck-Nef inh	L929 necroptosis
48	O=C(NCc1ccco1)c1ccc2c(=O)n(-c3ccccc3)c(=O)n(Cc3cccc(F)c3)c2c1	1	0.5	2.7	-6	-2.0
39	CCc1ccc2nc(N3C(=O)C(O)=C(C(=O)c4ccco4)C3c3cccs3)sc2c1 (stereo not drawn)	-1	0.0	-3.9	5	0.4
41	CSc1nc(-c2ccccc2)cn1-c1ccc(NC(C)=O)cc1	-3	0.6	-0.5	13	1.0
42	N#C/C(=C(/O)c1cccc(F)c1)c1nc2ccccc2s1	-3	0.4	3.4	16	0.2
38	COCCNc1ncnc2nc[nH]c12	0	1.0	-0.3	0	1.5

entry	RBBP9 inh	Runt-CBFb FRET	EP2 antag	EP2 modulator
48	-4	-1	.	22
39	-8	0	29	39
41	-7	1	12	-31
42	2	3	6	-12
38	-1	-1	8	25

# Following part.
entry	molecule	Runt-SMMHC FRET	PERK inhibitor	TNF necrop inh	Hck-Nef inh	L929 necroptosis
49	O=C(O)c1ccc(NS(=O)(=O)c2ccc(Cl)c(Cl)c2)cc1O	1	0.2	0.5	0	1.8
50	COc1ccc(/C=N/n2c(SC)nnc2-c2ccccc2)c(OC)c1OC	-3	-1.1	-9.1	0	-0.7
51	Cc1cc(=O)oc2cc(OC(=O)CCCCCN3C(=O)c4ccccc4C3=O)ccc12	10	0.0	1.6	33	0.7
52	COC(=O)C1=C(C)N(C)C(=O)NC1c1ccc([N+](=O)[O-])o1 (stereo not drawn)	2	1.4	-1.5	23	4.8
53	O=C(NCCN1CCC(Cc2ccccc2)CC1)C1CCCN(S(=O)(=O)c2cnc[nH]2)C1 (stereo not drawn)	4	1.1	0.1	1	0.5
54	COc1cc(/C=C/C(=O)OCC(=O)NC(=O)NC(C)C)ccc1O	2	0.0	2.5	3	69

entry	RBBP9 inh	Runt-CBFb FRET	EP2 antag	EP2 modulator
49	-5	-2	16	-2
50	1	-1	12	8
51	-12	8	6	8
52	5	0	3	41
53	-2	0	.	-3
54	-1	4	14	-13

# These rows are one share of the data; count on the stated rates, not on these rows.
